Screening data: PubChem BioAssay, National Center for Advancing Translational Sciences (NCATS)
TRHR agonist – agonists of human TRH receptor; activation, % at 2 µM; 360,000 compounds, 0.18% hits; TRHR cells, calcium flux fluo-8, FDSS agonist mode; P34981; also: 0% is about no effect
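TRHR-expressing cells, plated overnight in medium with 10% serum, were loaded with fluo-8 calcium dye at room temperature. After a 10 s baseline, library compound was pin-added and calcium release was recorded kinetically (ex 480/em 530) as agonist response.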
D1 antagonist – blocks dopamine activation of the human D1 receptor; P21728; HEK293 TREx D1 cells, calcium flux, dopamine EC80; active compounds read low; activity change, negative = inhibition, % at 10 µM; 360,000 compounds, 3.2% hits; in the data active = activity change below about -30%; also: % is scaled to controls: 0 for no effect and ±100 for the full control effect
Target sequence (P21728 whole entry, looked up): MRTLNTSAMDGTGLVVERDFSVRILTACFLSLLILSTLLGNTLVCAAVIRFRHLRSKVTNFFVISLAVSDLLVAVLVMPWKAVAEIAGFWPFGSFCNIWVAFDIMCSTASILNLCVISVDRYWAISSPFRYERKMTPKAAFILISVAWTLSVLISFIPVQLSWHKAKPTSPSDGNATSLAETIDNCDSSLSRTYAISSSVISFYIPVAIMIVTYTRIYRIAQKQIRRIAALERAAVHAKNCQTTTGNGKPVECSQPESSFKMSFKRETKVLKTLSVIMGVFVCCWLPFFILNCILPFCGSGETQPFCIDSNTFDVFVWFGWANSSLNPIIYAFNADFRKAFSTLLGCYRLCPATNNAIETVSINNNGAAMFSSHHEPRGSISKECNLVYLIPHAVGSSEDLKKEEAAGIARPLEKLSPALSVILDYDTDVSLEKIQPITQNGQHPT
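Tetracycline-induced HEK293 T-REx cells with force-coupled D1 receptor were loaded with a no-wash calcium dye. Compound was added after a 10 s baseline and read kinetically for 180 s; EC80 dopamine was then added and calcium flux followed another 180 s.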
RXFP1 antagonist – antagonists of human relaxin receptor RXFP1. activity change, negative = inhibition, % at 57.5 µM. HEK293-RXFP1, relaxin-stimulated cAMP HTRF, 30 min; active compounds read low. Q9HBX9. AID 1259400. 350,000 compounds, 0.59% hits;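 active = activity change of -60% or lower, but not beyond a set lower limit; inconclusive = change between -60% and -40%, or beyond the set limit; inactive = change above -40%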; also: % is scaled to controls: 0 for no effect and ±100 for the full control effect
D1 potentiator – potentiators of human D1 dopamine receptor | P21728 | 360,000 compounds, 0.036% hits | HEK293 TREx D1 cells, calcium flux, dopamine EC20 potentiation | potentiation, % at 10 µM | AID 504651; in the data active = potentiation above about 30%; also: 0% is about no effect
D1 agonist – agonists of human D1 dopamine receptor. activation, % at 2 µM. 360,000 compounds, 1% hits. P21728. HEK293 T-REx D1 cells, calcium flux, agonist mode; also: 0% is about no effect
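Agonism was scored from calcium flux recorded over 180 s (1 read/s) after pintool compound addition, following a 10-cycle baseline. Cells were inducible force-coupled HEK293 TREx D1, plated overnight at 30 C and loaded with no-wash calcium dye.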
D2 ag – D2 dopamine receptor (human) agonism; P14416; HEK293 T-REx D2 cells, calcium flux agonist mode; activation, % at 2 µM; 340,000 compounds, 0.53% hits;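 active = activation over 3 SD above normal in the single-dose calcium agonist read, cut at about 30% in these data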; also: 0% is about no effect
Target sequence (P14416 whole entry, looked up): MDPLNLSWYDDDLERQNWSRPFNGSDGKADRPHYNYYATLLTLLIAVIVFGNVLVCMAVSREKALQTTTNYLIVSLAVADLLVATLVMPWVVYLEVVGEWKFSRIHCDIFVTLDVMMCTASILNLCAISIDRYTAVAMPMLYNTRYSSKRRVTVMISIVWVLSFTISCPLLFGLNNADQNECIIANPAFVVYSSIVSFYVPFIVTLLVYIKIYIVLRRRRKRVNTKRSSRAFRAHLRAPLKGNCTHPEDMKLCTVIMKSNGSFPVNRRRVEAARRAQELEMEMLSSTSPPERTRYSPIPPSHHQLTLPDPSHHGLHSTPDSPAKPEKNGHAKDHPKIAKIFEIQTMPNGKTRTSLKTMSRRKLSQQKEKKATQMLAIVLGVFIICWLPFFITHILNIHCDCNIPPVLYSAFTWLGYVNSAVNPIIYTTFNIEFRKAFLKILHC
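In this primary screen, compounds producing a positive calcium signal within 180 s of addition to tetracycline-induced, force-coupled HEK293 Trex D2 cells are flagged; cells are dye-loaded with a no-wash calcium kit beforehand.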
TRHR enhancer – TRH receptor (human) allosteric enhancement; P34981; enhancement, % at 2 µM; TRHR cells, fluo-8 calcium fluorescence, EC20 TRH enhancement; 360,000 compounds, 0.66% hits; AID 493056; in the data active = enhancement above about 30%; also: 0% is about no effect
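TRHR-expressing cells loaded with fluo-8 calcium dye were read kinetically (ex 480/em 530) during compound addition, then stimulated with an EC20 of TRH (10 nM final). Enhancement of the Gq-mediated intracellular calcium response was scored.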
D2 PAM – D2 dopamine receptor (human) potentiation. P14416. HEK293 T-REx D2, calcium flux, EC20 dopamine potentiation. potentiation, % at 10 µM. 340,000 compounds, 0.34% hits;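 active = potentiation over 3 SD above the plate norm, cut at about 30% in these data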; also: 0% is about no effect
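Cells plated with tetracycline inducer and held overnight at 30 C; calcium dye loaded 30–90 min at room temperature; baseline taken, compound added and read 180 s; EC20 dopamine then added and read 180 s.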
D2 antagonist – D2 dopamine receptor (human) antagonism. AID 485344. inhibition, % at 10 µM. P14416. HEK293 TREx D2 cells, calcium flux, dopamine EC80. 340,000 compounds, 2% hits; in the data active = inhibition above about 30%; also: 0% is about no effect
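Measurement of antagonist activity uses fluorescent calcium dye in inducible HEK293 T-REx D2 cells: 10 s baseline, compound addition with 180 s read, EC80 dopamine addition with a further 180 s read.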
Active calls of the source: *; ? = inconclusive; . = no result given; & = joins results of further samples; ! = not confirmed by another sample. Rule as the data show it, unless noted: active = activation above about 30%; inactive = the rest. Outcome played no part in choosing rows; overall some 7.1% were active at least once.

SMILES	TRHR agonist	D1 antagonist	RXFP1 antagonist	D1 potentiator	D1 agonist	D2 ag	TRHR enhancer	D2 PAM	D2 antagonist
CCOC(=O)C1C(=O)CC(C)(O)C(C(=O)OCC)C1c1ccc(F)cc1 (stereo not drawn)	0.7	1	-9	-3	0	1.4	5	4	2
CC(C)Cn1cnc2c(c1=N)C(c1ccccc1)C1=C(CC(C)(C)CC1=O)O2 (stereo not drawn)	-0.2	4	?	-7	4	-0.6	-8	-2	29
Cc1c(Cl)cccc1NC(=O)CSc1nc(=O)n(CCN2CCOCC2)c2c1CCC2	-0.5	.	5	5	-5	.	-5	-3	.
COc1ccccc1-c1nnc2n1N=C(c1ccc(O)c(O)c1)CS2	0.2	-4	-6	-3	1	-0.1	3	16	-1
CC1CC(C)CN(CCCNS(=O)(=O)c2cc(Br)cc3c2N(C(=O)C2CC2)CC3)C1 (stereo not drawn)	0.3	4	-4	2	-1	-0.7	-5	-22	7
Cc1ccc(NC(=O)CSc2nn(-c3ccc(Cl)cc3)c(=S)s2)cc1S(=O)(=O)N(C)C	-0.3	-23	-19	5	8	-1.4	3	8	-6
O=C(O)C1C2C=CC(C2)C1C(=O)NCCc1ccncc1 (stereo not drawn)	0.5	2	0	3	2	-2.4	0	19	0
Cc1ccc(C(=O)N2CCN(S(=O)(=O)N3CCCCCC3)CC2)cc1	0.7	4	2	.	3	.	14	6	.
O=[N+]([O-])c1nn(-c2ccccc2)n(O)c1=NCCc1ccccc1	-0.1	-1	.	-2	-1	0.6	4	-3	-2
O=C(N/N=C/c1ccsc1)c1cc2ccccc2o1	-1.2	1	-15	0	0	0.2	15	-16	13
CSCCC(NC(=O)c1ccccc1)C(=O)N(C)CC(=O)Nc1ccc(N2CCOCC2)cc1 (stereo not drawn)	-0.4	-6	-13	3	4	.	1	.	.
CC(N=c1ccccn1C(=O)Nc1ccc(F)cc1)c1ccco1 (stereo not drawn)	0.6	-4	-2	-2	9	0.3	2	-9	-14
CCOC(=O)c1c(C)nc2c(c1-c1cc(OC)ccc1OC)C(=O)c1ccccc1-2	0.1	-5	-4	5	5	0.4	-4	12	5
Cc1nnc(NC(=O)CSc2nnc(NC(=O)C(C)(C)C)s2)s1	0.2	-5	10	-4	0	0.1	-2	4	11
O=C(c1c(O)c2ccccc2oc1=O)C1CCCCC1	0.1	-1	-15	6	1	.	6	28	.
CCOc1ccc2cc(-c3nnc(Nc4ccccc4F)s3)c(=O)oc2c1	2.0	6	18	3	6	0.7	23	0	.
CC(C)CC(c1nnnn1CCc1ccccc1)N1CCC(C(N)=O)CC1 (stereo not drawn)	0.4	-4	3	7	2	-0.5	6	3	-14
O=C(CCn1c(=O)sc2ccccc21)NCCCn1ccnc1	0.1	7	-8	-7	-2	-1.1	10	6	7
CN1CC(=O)N(CC(=O)NCc2ccc3c(c2)OCO3)C1=O	0.6	-7	-1	-1	0	0.2	15	-2	11
COc1ccc(CCNC(=O)CSc2nc(O)c(CC(C)C)c(=O)[nH]2)cc1OC	-0.7	1	-6	2	3	0.8	-2	0	-5
O=C(Cc1cccs1)Nc1nnc(-c2ccccc2)s1	-0.2	1	-7	-6	3	2.1	15	12	28
O=C1c2ccccc2C(=O)N1c1ccc(Cl)cc1	-0.3	-29	.	-4	1	0.5	9	7	6
O=C1c2ccccc2C(=O)N1OCc1ccccc1[N+](=O)[O-]	-0.5	-1	1	0	2	0.0	1	6	-14
CCN(CC)C(=O)CSc1nc2sc3c(c2c(=O)n1-c1ccc(C)cc1)CC(C)(C)SC3	0.6	20	-5	1	5	0.0	-3	-2	8
O=C(CSc1nnc(COc2ccc(Br)cc2)o1)NC1CCCCC1	0.2	16	-4	-4	0	-2.8	-8	5	-18
CCc1sc(Nc2cccc(C)c2C)nc1-c1cc2cccc(OC)c2oc1=O	1.6	30	0	-3	10	0.6	-2	9	.
CC(=O)C1(O)C(C)CC2C3CCC4CC(O)CCC4(C)C3=CCC21C (stereo not drawn)	2.4	0	-14	-1	6	1.6	-2	-2	3
CCCc1cnc2c(c1SCC(=O)N1CCC(C)CC1)c(=O)n(C)c(=O)n2C	-0.3	.	-9	-1	-4	-0.5	4	-6	.
Cc1ccc(S(=O)Cc2ccc(C(=O)NCc3ccc(OC(C)C)cc3)o2)cc1 (stereo not drawn)	-1.3	-1	4	-2	0	-0.7	3	.	.
CCOc1ccc(Nc2ccc(S(=O)(=O)N3CCN(C)CC3)cc2[N+](=O)[O-])cc1OCC	-0.5	8	-3	2	3	-1.6	3	2	-9

Three compounds already listed, ordered by their value in D1 antagonist, low to high:
| Molecule | TRHR agonist | D1 antagonist | RXFP1 antagonist | D1 potentiator | D1 agonist | TRHR enhancer | D2 PAM | D2 antagonist |
| --- | --- | --- | --- | --- | --- | --- | --- | --- |
| O=C1c2ccccc2C(=O)N1c1ccc(Cl)cc1 | -0.3 | -29 | . | -4 | 1 | 9 | 7 | 6 |
| O=C(CSc1nnc(COc2ccc(Br)cc2)o1)NC1CCCCC1 | 0.2 | 16 | -4 | -4 | 0 | -8 | 5 | -18 |
| CCN(CC)C(=O)CSc1nc2sc3c(c2c(=O)n1-c1ccc(C)cc1)CC(C)(C)SC3 | 0.6 | 20 | -5 | 1 | 5 | -3 | -2 | 8 |

Next section.
SMILES	TRHR agonist	D1 antagonist	RXFP1 antagonist	D1 potentiator	D1 agonist	D2 ag	TRHR enhancer	D2 PAM	D2 antagonist
Cn1nnnc1SCC(=O)NC(=O)Cc1ccccc1	0.0	-44*	1	1	1	0.3	-3	-22	-1
CCc1ccc(CNC(=O)c2cc3c(C)nc4ccccc4c3o2)cc1	-0.4	5	-7	-3	2	0.8	0	10	10
CC(C)CCCN1C(Nc2ccccc2)=NC[C@@H]1C	1.0	-1	.	-1	-1	1.1	-3	-3	0
O=C(c1ccco1)N1CCN(S(=O)(=O)c2cccc(Cl)c2)CC1	0.6	-2	-2	1	3	0.7	2	0	3
C/C(=N\NC(=O)c1cc(-c2cccc([N+](=O)[O-])c2)n[nH]1)c1ccc(F)cc1	-0.1	12	-15	-5	1	0.9	2	-3	-4
Cc1nn(C2CCCO2)c(=O)nc1N (stereo not drawn)	0.5	2	.	0	5	2.7	-5	-3	17
COC(=O)C1=C(Nc2ccc(C)cc2)C=C(C)C(C(=O)OC)C1c1ccc(F)cc1 (stereo not drawn)	0.1	1	-22	-3	2	0.3	-6	19	-3
COc1cccc(NC(=O)CCS(=O)(=O)c2ccc(Br)cc2)c1	-1.6	0	10	-1	2	.	-1	.	.
COC(=O)c1[nH]nc(C(=O)OC(C)(C)C)c1-c1ccccc1	0.0	-12	-24	-3	3	0.2	-8	-4	-5
COC(=O)c1ccc(NC(=O)CC2C(=O)N(c3cccc(OC)c3)C(=O)N2C(C)C)cc1 (stereo not drawn)	-0.6	-32*	-7	-3	-1	0.5	4	-5	.
COc1ccc2cc(C3=CCCCC3)ncc2c1	-0.3	.	.	7	-3	-0.8	-2	-18	12
O=C(NC1CCCCC1)c1ccc(CSc2nc3cccnc3n2Cc2ccc(F)cc2)cc1	0.0	8	3	-1	-2	-0.1	-1	.	.
COc1ccccc1CNC(=O)CSc1ccc(C)cc1	0.5	43	20	-6	7	0.2	-1	6	-12
CCCCOC(=O)c1ccc(NC(=O)c2csnn2)cc1	0.6	-7	-1	-1	-1	0.9	9	11	.
CCOC(=O)C(NC(=O)NCc1ccc(OC)cc1)(OCC)C(F)(F)F (stereo not drawn)	0.3	-6	-2	-6	0	2.6	3	-5	-8
CCOc1ccc(NC(=O)NNC(=O)C(C)Oc2ccccc2OC)cc1 (stereo not drawn)	-0.2	34	-4	-2	1	-0.8	-2	-6	-6
COc1ccc(C2CN=NC2C(=O)c2ccccc2)cc1 (stereo not drawn)	-1.1	-8	-1	4	3	0.1	0	7	-4
COc1ccc(NC(=O)c2cc(-c3ccc(C)cc3)on2)cc1	-0.1	6	15	-2	5	0.7	1	-3	13
O=C(CSCc1ccc(Cl)cc1Cl)Nc1c[nH]c(=O)[nH]c1=O	-0.1	13	.	-2	3	-0.4	0	1	1
COc1ccc(N(CC(=O)NCc2ccc(C)cc2)S(=O)(=O)c2c(C)[nH]c(=O)[nH]c2=O)cc1	6.1&-0.2	-35*!	13&-5	-7&-4	-1&2	0.3&-0.1	-7&-3	-6&-1	21
CCOC(=O)c1noc2nc(C)n(CC(=O)Nc3cc(Cl)ccc3OC)c(=O)c12	0.1	8	-24	0	0	-1.3	8	-3	.
COCCNC(=O)C(NC(=O)C1CCCCC1)C12CC3CC(CC(C3)C1)C2 (stereo not drawn)	0.2	12	-5	-4	-1	0.0	8	19	-10
Cc1cc(C)n2[nH]c(=O)c(N=Nc3cccc(Cl)c3)c2n1	0.1	-15	-16	-4	0	0.1	3	15	10
Cc1noc(C)c1COc1cccc(C(=O)N2CCc3ccccc32)c1	-0.5	3	-9	-4	0	0.8	-5	-2	-11
COc1cc([N+](=O)[O-])cc(/C=N/NC(=O)c2cc(C)nc3ccccc23)c1O	1.1	-8	-1	-8	1	0.5	1	-7	-16
CC(=O)Nc1cccc(NC(=O)C2CCCN2C(=O)Nc2ccc(C)cc2)c1 (stereo not drawn)	0.3	-3	3	-2	0	-0.1	5	-4	2
CCC(=O)N1c2ccccc2[C@@H](N(C(C)=O)c2ccccc2)C[C@H]1C	-0.5	3	-5	1	3	-1.8	3	12	7
Cc1ccc(NC(=O)[C@H](Cc2ccccc2)NC(=O)C2CCNCC2)cc1	0.6	-14	-31	-3	4	0.2	2	10	13
c1ccc(-c2nc(-c3nccc4ccccc34)oc2-c2ccccc2)cc1	0.1	4	2	8	2	-0.1	1	-1	1
CCN(Cc1ccccc1)S(=O)(=O)c1ccc(C(=O)N(CCCN(C)C)c2nc3cc4c(cc3s2)OCO4)cc1	0.3	-66*	-23	-9	9	1.2	1	-1	0

In the list so far, these have bromine.
SMILES	TRHR agonist	D1 antagonist	RXFP1 antagonist	D1 potentiator	D1 agonist	D2 ag	TRHR enhancer	D2 PAM	D2 antagonist
CC1CC(C)CN(CCCNS(=O)(=O)c2cc(Br)cc3c2N(C(=O)C2CC2)CC3)C1 (stereo not drawn)	0.3	4	-4	2	-1	-0.7	-5	-22	7
O=C(CSc1nnc(COc2ccc(Br)cc2)o1)NC1CCCCC1	0.2	16	-4	-4	0	-2.8	-8	5	-18
COc1cccc(NC(=O)CCS(=O)(=O)c2ccc(Br)cc2)c1	-1.6	0	10	-1	2	.	-1	.	.

(continued)
SMILES	TRHR agonist	D1 antagonist	RXFP1 antagonist	D1 potentiator	D1 agonist	D2 ag	TRHR enhancer	D2 PAM	D2 antagonist
Cc1c(Cl)ccc2sc(NC(=O)c3ccc(S(=O)(=O)N4CCCc5ccccc54)cc3)nc12	0.5	-15	-1	-3	1	1.0	3	1	.
COc1ccccc1N1CCN(Cc2cc(OC)c3c(c2)OCO3)CC1	0.0	-1	-2	-8	5	8.1	-5	-25	86*
C=CCn1c(SCCC#N)nnc1-c1ccncc1	1.2	18	5	5	2	.	2	-4	.
Cc1cc2oc(C(=O)Nc3ccc(S(=O)(=O)N4CCCCCC4)cc3)cc(=O)c2cc1C	0.0	8	7	1	1	0.9	-4	-9	.
CCOC(=O)c1sc(=S)n(CC)c1NC(=O)c1ccccc1	0.4	-1	-7	-10	0	0.0	-4	6	-2
